Source: PubChem BioAssay (several laboratories)
Hsp70 act = transcriptional activators of Hsp70; HeLa Hsp70 promoter luciferase reporter, luminescence; scaled: vehicle 0, proteasome-inhibitor control 100%; activation, % at 10 µM; 200,000 compounds, 0.04% hits; AID 1203;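 active means activation above the mean across all tested compounds plus 3 SD, cutoff set per campaign, cut at about 5.5% in these data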;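 further: 100% = MG132 at 30 µM as the positive control and 0% = DMSO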
STAT1 blocker = inhibitors of IFN-gamma induced STAT1 signaling; NIH 3T3 STAT1-luciferase reporter, luminescence; inhibition, % at 5.5 µM; 200,000 compounds, 0.35% hits;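 active means inhibition above a set limit, the mean inhibition across all tested compounds plus 3 SD, cut at about 34% in these data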;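 further: 0% = IFN-gamma with DMSO and 100% = IFN-gamma with 300 µM nifuroxazide; values of inactives mirror those of a sister screen read the other way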
STAT3 activator = STAT3 signaling activation. U3A cells, IL-6 STAT3-luciferase reporter, luminescence; 100% = signal with IL-6 EC80 alone. activation (% of control), % at 5.6 µM. 190,000 compounds, 0.91% hits. AID 871;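 active means activation above the screen-wide mean of compound activation plus 3 SD, cut at about 130% in these data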;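 further: 0% = background luminescence of wells with medium and substrate only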
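Material: human STAT1-deficient U3A cells with stable STAT3-luciferase reporter / Probe or stimulus: IL-6 stimulus at 33 ng/mL final / Schedule: 1 h compound pre-exposure, 6 h IL-6 stimulation, 37 °C / Technique: luminescence / Read-out basis: percent of IL-6-only median luminescence / Control set: IL-6-only high control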
TLR4-MyD88 BLA = inhibitors of human TLR4-MyD88 binding; O00206+Q99836; HeLa CL3-4 TLR4/MyD88 BLA complementation, FRET ratio; inhibition, % at 8.4 µM; 200,000 compounds, 0.18% hits; in the data active means inhibition above about 25%;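 further: 0% = vehicle and 100% = reference inhibitor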
Target sequence (O00206 whole entry, looked up): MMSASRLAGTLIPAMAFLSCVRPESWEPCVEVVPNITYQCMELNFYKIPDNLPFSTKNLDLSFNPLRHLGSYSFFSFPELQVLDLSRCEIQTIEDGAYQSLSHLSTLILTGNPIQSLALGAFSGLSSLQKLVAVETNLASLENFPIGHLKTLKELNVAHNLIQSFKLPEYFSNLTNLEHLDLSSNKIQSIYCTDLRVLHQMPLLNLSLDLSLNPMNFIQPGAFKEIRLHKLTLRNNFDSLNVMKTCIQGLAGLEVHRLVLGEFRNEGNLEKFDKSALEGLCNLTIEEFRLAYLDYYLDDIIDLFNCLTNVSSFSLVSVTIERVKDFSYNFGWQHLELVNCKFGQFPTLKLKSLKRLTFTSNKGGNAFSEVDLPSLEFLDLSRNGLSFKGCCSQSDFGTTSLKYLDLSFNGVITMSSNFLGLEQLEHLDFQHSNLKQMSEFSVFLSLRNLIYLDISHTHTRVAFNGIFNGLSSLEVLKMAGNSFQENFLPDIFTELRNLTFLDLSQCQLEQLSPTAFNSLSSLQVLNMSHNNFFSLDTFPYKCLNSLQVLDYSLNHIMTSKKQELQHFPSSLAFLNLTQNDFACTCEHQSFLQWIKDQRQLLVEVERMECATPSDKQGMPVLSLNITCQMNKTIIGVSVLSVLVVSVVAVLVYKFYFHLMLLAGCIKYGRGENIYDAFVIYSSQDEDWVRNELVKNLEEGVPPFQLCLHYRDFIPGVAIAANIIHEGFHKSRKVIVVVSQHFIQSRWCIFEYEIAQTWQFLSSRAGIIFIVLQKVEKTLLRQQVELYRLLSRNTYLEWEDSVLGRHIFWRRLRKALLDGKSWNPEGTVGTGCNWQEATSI
Target sequence (Q99836 whole entry, looked up): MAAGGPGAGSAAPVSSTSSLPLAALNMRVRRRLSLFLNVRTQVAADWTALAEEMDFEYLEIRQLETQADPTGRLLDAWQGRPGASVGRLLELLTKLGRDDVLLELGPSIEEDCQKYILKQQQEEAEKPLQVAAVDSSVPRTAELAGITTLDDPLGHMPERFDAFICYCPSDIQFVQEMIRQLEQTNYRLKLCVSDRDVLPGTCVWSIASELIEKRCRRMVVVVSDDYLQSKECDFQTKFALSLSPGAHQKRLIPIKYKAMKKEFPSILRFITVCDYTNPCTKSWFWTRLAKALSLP
Redox H2O2 prof = compounds producing H2O2 with reducing agent – biochemical, NIH compound library profiling, artefact control for MLSCN library redox annotation, primary screen; DTT-dependent redox cycling H2O2, phenol red/HRP absorbance; 100% = 100 µM peroxide control, 0% = buffer; activation, % at 10 µM; 200,000 compounds, 0.03% hits; AID 878;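 active means activation of at least 50% relative to the plate's high and low controls in the primary single-dose screen; inactive means activation below 50%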;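 further: compound incubated with DTT at 0.8 mM final as the reducing agent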
NF-kB neuron act = NF-kB expression increase, human neuronal cells; NF-kB reporter expression; hits give high values; fold change at 12.5 µM; 190,000 compounds, 1.6% hits; in the data active means fold change above about 3.3
STAT3 inh = reduces IL-6 driven STAT3 reporter signal | AID 862 | 190,000 compounds, 0.89% hits | U3A cells, IL-6 STAT3-luciferase reporter, luminescence; host cell line lacks STAT1 | inhibition, % at 5.5 µM;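 active means inhibition above the mean inhibition across all screened compounds plus 3 SD, cut at about 44% in these data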;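 further: 0% = DMSO only wells and 100% = 100 µM nifuroxazide control wells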
STAT1 activator = STAT1 signaling activation; AID 932; 200,000 compounds, 2.6% hits; activation (% of control), % at 5.5 µM; NIH 3T3 STAT1-luciferase reporter, IFN-gamma, luminescence; 100% = IFN-gamma alone, no compound;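 active means activation above the screen-wide mean activation plus 3 SD, cut at about 130% in these data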;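 further: raw ratio to IFN-gamma control signal so 100% means no change and 0% no light; values of inactives mirror those of a sister screen read the other way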
APP 5'UTR act = APP 5'UTR luciferase reporter activation; SH-SY5Y APP 5'UTR luciferase reporter, luminescence; zero percent = DMSO vehicle wells; activation, % at 2 µM; 190,000 compounds, 1% hits;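 active means activation above a set limit, based on mean plus 3 SD of controls, cut at about 140% in these data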; further: values of inactives mirror those of a sister screen read the other way
HMGR II inh = inhibitors of class II HMG-CoA reductase from Enterococcus faecalis; purified E. faecalis HMGR, NADPH absorbance 340 nm kinetic; inhibition, % at 10 µM; 190,000 compounds, 0.41% hits; AID 1066;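 active means inhibition above a set limit, the median over all tested compounds plus 3 SD, cut at about 9.5% in these data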;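 further: enzyme runs in reverse so mevalonate oxidation gives rising NADPH absorbance; 0% = complete reaction with DMSO and 100% = background rate lacking mevalonate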
* hit, by the source's call; nt = not tested or not shown.

mol	Hsp70 act	STAT1 blocker	STAT3 activator	TLR4-MyD88 BLA	Redox H2O2 prof	NF-kB neuron act	STAT3 inh	STAT1 activator	APP 5'UTR act	HMGR II inh
CC1=C(C(=O)N2CCOCC2)C(c2ccc(C)cc2)NC(=S)N1 (configuration not stated)	-0.4	6	83	-7	0.3	1.3	24	95	3	-2
COc1ccc(NC(=O)CSc2nc3[nH]ncc3c(=O)n2-c2ccccc2C)cc1OC	-0.5	7	86	-10	-0.6	1.2	19	93	-5	2
Cc1ccc(-n2c(C)nnc2SCC(=O)N2CCc3ccccc3C2)cc1C	-0.2	1	99	7	-3.9	0.92	9	99	0	-8
CC(C)COC(=O)c1cc(-c2ccc(/C=N/n3cnnc3)o2)ccc1Cl	-0.1	-3	104	-12	0.3	0.93	-2	103	8	-6
N#Cc1c(SCc2ccccc2)nc(N2CCOCC2)c2c1CCCC2	0.0	1	109	5	0.0	1.1	-6	99	9	-5
CCCOC(=O)Nc1c(C)cccc1C(C)C	0.1	1	87	-25	-0.4	1.1	22	97	-8	0
CCCC(c1nnnn1CS(=O)(=O)c1ccc(C)cc1)N1CCN(CC)CC1 (configuration not stated)	-0.4	1	99	-20	-0.4	1.1	4	98	14	-1
CCOC(=O)N1CCC(N(CCOC)C(=O)Nc2ccc(CC)cc2)CC1	-0.3	3	86	2	0.3	1.1	21	96	13	-5
COc1ccc(NC(=O)CSc2ccccc2)cn1	-0.1	-3	106	-4	0.4	1.3	-6	102	18	-2
CC(C)OCCCNS(=O)(=O)c1ccc2c(c1)oc(=O)n2C	-0.1	5	104	5	-0.8	0.84	4	95	14	-7
CC(C)Cn1c(SCC(=O)N2CCN(S(=O)(=O)c3ccccc3)CC2)nc2ccccc21	-0.1	-2	95	5	-1.0	0.63	11	101	-3	-3
ClC1(Cl)CC1CSc1ncn[nH]1 (configuration not stated)	-0.2	-5	102	-3	-1.6	1.1	8	102	-3	-2
Brc1ccccc1-c1csnn1	-0.2	-3	98	3	-0.1	0.91	6	102	-12	0
CCN(CC(=O)NCCc1ccc(S(N)(=O)=O)cc1)Cc1nc2ccccc2c(=O)[nH]1	-0.4	2	101	8	-5.1	1.2	7	98	-2	-8
COC(=O)CNC(c1ccccc1)c1cc(Br)ccc1NS(=O)(=O)c1ccccc1 (configuration not stated)	-0.1	10	102	2	-0.1	1.2	-2	91	nt	3
CCCc1cc(C(=O)OC)c(NC(=O)CCC(=O)O)s1	-0.3	-3	104	2	-0.4	0.93	6	101	24	-2
COc1ccc(NC(=O)N2CCC(n3cnc4ccccc43)CC2)cc1	0.3	-2	101	-1	-0.9	1	10	101	1	-3
O=C(CNC(=O)c1ccco1)OCc1ccc(Cl)cc1	-0.3	4	98	-2	1.2	1.2	2	96	10	0
CNc1c([N+](=O)[O-])cnn1-c1ccc(F)cc1	-0.5	-6	96	11	-0.7	1	11	103	0	-5
CCC(C(=O)N1CCOCC1)n1c(C(=O)OC)cc2occc21 (configuration not stated)	-0.3	-3	102	5	2.9	1.3	0	103	-3	2
CC(C)(C)N(Cc1ccccc1)C(=O)COC(=O)c1cccc([N+](=O)[O-])c1	0.1	-3	99	0	-2.3	1.2	8	102	-11	1
COc1cc(C(=O)O)nc2ccc([N+](=O)[O-])cc12	-0.4	-5	102	13	-0.9	1.3	10	103	1	0
C=CCn1c(=S)[nH]c2ccccc2c1=O	-0.2	6	102	-5	0.0	1.4	0	94	-2	-2
CCCCC(CCC(=O)O)(C(=O)OCC)c1csc(Nc2ccccc2)n1 (configuration not stated)	0.0	-5	99	-2	-0.3	1	6	104	-5	-1
O=C(O)C1CCCCC1C(=O)Nc1ccc2c(c1)CCC2 (configuration not stated)	-0.7	-5	74	-8	1.4	1.1	34	104	14	3
CCOc1ccc(C(C)=O)cc1Cc1c(O)nc(N)[nH]c1=O	-0.3	4	99	5	0.6	1	-3	96	8	0
CCN(CC(O)COCc1ccc(Cl)cc1)C1CCCCC1 (configuration not stated)	-0.1	-2	107	3	-0.1	1.2	-7	101	-15	-3
O=C(NNC(=O)C1C2CCC(C2)C1C(=O)O)c1ccc(Cl)cc1 (configuration not stated)	-0.1	-12	109	-7	-0.3	1.6	-5	110	6	-2
CCCN(CCC)S(=O)(=O)c1ccc(C(=O)Nc2ccc(OCC(=O)N3CCOCC3)cc2)cc1	-0.1	1	110	-16	0.1	1	-11	94	0	-5
COc1ccc(OCCOc2ccc(C)nc2[N+](=O)[O-])cc1	0.3	-21	99	6	-0.4	1.9	2	119	19	1
Cc1ccc(C2CCN(C(=S)Nc3cccc(Cl)c3)C2)cc1 (configuration not stated)	0.3	1	103	-1	3.6	1.4	1	98	2	-2
Cc1ccc(C(=O)N/C(=C\c2ccc(Cl)cc2)C(=O)NCCCN2CCOCC2)cc1	-0.3	-1	96	2	-0.2	1.1	6	100	11	-4
CC1CCN(c2cc(=O)n(C3CCCCC3)c(=O)[nH]2)CC1	-0.1	-7	108	4	-1.0	1.3	-5	106	7	1
CCN(CC)c1ccc2cc(C(=O)O)c(=O)oc2c1	-0.3	-28	116	2	0.3	1.2	-15	125	-2	-3
CCCOC(=O)CC1C(=O)NCCN1Cc1ccccc1C (configuration not stated)	-0.3	-1	100	4	-1.4	nt	4	101	-7	nt
Cc1c(Cl)cccc1NC(=S)N1CCN(c2ccccn2)CC1	-0.3	-4	96	9	-1.3	1	8	101	-2	1
N/C(Cc1ccc(Cl)c(Cl)c1)=N\OC(=O)c1cccs1	-0.4	7	97	7	3.0	1.4	10	93	-1	-4
O=C(NC1CCCCC1)c1c2c(nc3ccccc13)CCC2	0.3	7	103	-16	0.5	0.91	5	94	1	4
CSC1CCCCC1(O)CSc1nc2c(cc1C#N)CCCC2 (configuration not stated)	-0.4	1	104	-1	2.2	0.94	-1	99	1	1
Cc1ccc(S(=O)(=O)/N=C(/NC(=S)Nc2cccc(C)c2)c2ccccc2)cc1	0.1	-9	100	7	1.7	1.7	3	108	3	-1

Some of the entries so far, with each value named:
Cc1c(Cl)cccc1NC(=S)N1CCN(c2ccccn2)CC1
- Hsp70 act: -0.3
- STAT1 blocker: -4
- STAT3 activator: 96
- TLR4-MyD88 BLA: 9
- Redox H2O2 prof: -1.3
- NF-kB neuron act: 1
- STAT3 inh: 8
- STAT1 activator: 101
- APP 5'UTR act: -2
- HMGR II inh: 1
Cc1ccc(S(=O)(=O)/N=C(/NC(=S)Nc2cccc(C)c2)c2ccccc2)cc1
- Hsp70 act: 0.1
- STAT1 blocker: -9
- STAT3 activator: 100
- TLR4-MyD88 BLA: 7
- Redox H2O2 prof: 1.7
- NF-kB neuron act: 1.7
- STAT3 inh: 3
- STAT1 activator: 108
- APP 5'UTR act: 3
- HMGR II inh: -1
CC(C)(C)N(Cc1ccccc1)C(=O)COC(=O)c1cccc([N+](=O)[O-])c1
- Hsp70 act: 0.1
- STAT1 blocker: -3
- STAT3 activator: 99
- TLR4-MyD88 BLA: 0
- Redox H2O2 prof: -2.3
- NF-kB neuron act: 1.2
- STAT3 inh: 8
- STAT1 activator: 102
- APP 5'UTR act: -11
- HMGR II inh: 1

Next section.
mol	Hsp70 act	STAT1 blocker	STAT3 activator	TLR4-MyD88 BLA	Redox H2O2 prof	NF-kB neuron act	STAT3 inh	STAT1 activator	APP 5'UTR act	HMGR II inh
COc1ccc(S(=O)(=O)N2CCN(CCC(=O)Nc3ccc(F)cc3)CC2)cc1	-0.1	3	94	5	0.0	1.1	14	98	-11	-5
CC(C(=O)Nc1ccc2c(c1)OCO2)N(c1ccc(Cl)cc1)S(C)(=O)=O (configuration not stated)	-0.4	-4	106	3	0.1	1	-3	102	8	-1
O=C1C(Cc2cccc([N+](=O)[O-])c2)S/C(=N/N=C/c2ccco2)N1c1ccccc1 (configuration not stated)	-0.2	-1	98	5	0.1	1.1	0	101	6	-4
O=C(Nc1ccccc1C(F)(F)F)c1cc(S(=O)(=O)N2CCOCC2)ccc1F	-0.1	1	104	-24	0.2	1	-1	99	9	-2
CC(=O)Nc1ccccc1NC(=O)C/C(C)=N/NC(=O)c1ccccn1	0.0	-36	101	1	0.0	1.4	2	131*	104	-7
COc1ccc(N2CC(C(=O)O)CC2=O)cc1 (configuration not stated)	-0.1	1	97	-6	0.5	1.1	6	101	nt	-1
O=c1[nH]c(-c2ccc3c(c2)OCO3)nc2c1sc(=S)n2-c1ccccc1	-0.3	1	100	10	-2.2	1.1	6	97	-22	0
Cc1cc(=O)n(C(NC(=O)c2ccccc2)C(=O)c2ccccc2)cn1 (configuration not stated)	-0.5	42*	91	-18	0.8	0.87	12	62	21	-5
O=C(Nc1ccc(F)cc1)Nc1ccc(Cl)cn1	0.2	-19	85	-6	0.8	2.1	21	117	43	-6
CCOC(=O)c1cc(-c2ccccc2)sc1NC(=O)C(C)OC(=O)c1cccc(S(=O)(=O)N(C)C)c1 (configuration not stated)	-0.4	-6	100	-1	-0.2	0.88	1	105	12	-8
Cc1ccc(C)c(S(=O)(=O)NCCOc2nc(NC(C)C)nc(NC(C)C)n2)c1	0.1	5	105	6	0.0	0.94	-10	96	3	0

Structures above shown as hits in STAT1 activator:
smiles	Hsp70 act	STAT1 blocker	STAT3 activator	TLR4-MyD88 BLA	Redox H2O2 prof	NF-kB neuron act	STAT1 activator	APP 5'UTR act	HMGR II inh
CC(=O)Nc1ccccc1NC(=O)C/C(C)=N/NC(=O)c1ccccn1	0.0	-36	101	1	0.0	1.4	131*	104	-7

An excerpt of these results, with two lines to a compound.
Under each structure: Hsp70 act	STAT1 blocker	STAT3 activator	TLR4-MyD88 BLA	Redox H2O2 prof	NF-kB neuron act	STAT3 inh	STAT1 activator	APP 5'UTR act	HMGR II inh
- O=c1[nH]c(-c2ccc3c(c2)OCO3)nc2c1sc(=S)n2-c1ccccc1
 : -0.3	1	100	10	-2.2	1.1	6	97	-22	0
- COc1ccc(S(=O)(=O)N2CCN(CCC(=O)Nc3ccc(F)cc3)CC2)cc1
 : -0.1	3	94	5	0.0	1.1	14	98	-11	-5
- O=C1C(Cc2cccc([N+](=O)[O-])c2)S/C(=N/N=C/c2ccco2)N1c1ccccc1 (configuration not stated)
 : -0.2	-1	98	5	0.1	1.1	0	101	6	-4
- O=C(Nc1ccccc1C(F)(F)F)c1cc(S(=O)(=O)N2CCOCC2)ccc1F
 : -0.1	1	104	-24	0.2	1	-1	99	9	-2
